# Tb MetRS inh: T. brucei MetRS inhibitors, primary screen, biochemical, luminescence; actives 0.4% (n = 360,000); AID 624268, 2012; methionyl-tRNA synthetase (Trypanosoma brucei brucei); purified T. brucei MetRS, ATP depletion, Kinase-Glo luminescence; inhibition, % at 11.9 µM;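 active = inhibition above a per-plate cutoff of the control wells' mean inhibition plus 3 SD, cut at about 5.5% in these data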;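 also: 0% = DMSO wells median and 100% = median of wells with control inhibitor compound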
#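 Dosing: 11.9 µM single point; system: parasite MetRS enzyme; technique: luminescence of leftover ATP; times: 15 min enzyme-compound preincubation, 2 h reaction, 10 min detection, 25 °C; replicates: each compound tested once; read-out basis: percent inhibition relative to median high and low control wells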
# NadD block: inhibitors of S. aureus NadD, primary screen, biochemical, colorimetric, uHTS | inhibition, % at 20 µM | AID 602399, 2012 | actives 0.78% (n = 360,000) | Nicotinate-nucleotide adenylyltransferase NadD (Staphylococcus aureus N315) | purified NadD enzyme, colorimetric absorbance read-out; in the data active = inhibition above about 26%; also: some compounds past the cut are filed as inactive
# Scp1 inh: Scp-1 phosphatase inhibitors, primary screen, biochemical, colorimetric, uHTS; Carboxy-terminal domain RNA polymerase II polypeptide A small phosphatase 1 (Homo …; Recombinant Scp1, phosphopeptide, malachite green phosphate absorbance; inhibition, % at 20 µM; actives 0.88% (n = 340,000);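 active = inhibition above about 50% at 20 µM, limit read from the data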;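 also: plate controls were DMSO wells with enzyme for no effect and wells lacking enzyme for full effect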
#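 Test system: SCP-1 catalytic domain; Buffer or medium: Acidic Tris acetate buffer with magnesium and detergent; Also added: Phosphorylated 17-residue peptide substrate; Compound: single 20 µM dose, 1% DMSO; Schedule: enzyme reaction 45 min at room temperature, colour 5 min, stabilisation 30 min; Signal: Phosphate-binding colour reagent, absorbance read at 630 nm.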
# STEP inh: STEP phosphatase inhibitors, primary screen, biochemical, fluorescence intensity, uHTS; Tyrosine-protein phosphatase non-receptor type 5 (Homo sapiens), P54829; recombinant STEP, OMFP fluorogenic substrate; inhibition, % at 20 µM; actives 0.25% (n = 360,000); AID 588621, 2011;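 active = inhibition at 20 µM, scaled per plate between control wells, above about 37%, limit read from the data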;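 also: 0% = DMSO with enzyme and substrate and 100% = substrate only without enzyme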
#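 material = STEP tyrosine phosphatase | reagent = fluorogenic phosphatase substrate OMFP at 25 µM final | doses = single compound dose of 20 µM, 1% DMSO final | schedule = 20 min reaction, room temperature, in the dark | measured by = fluorescence, 480/540 nm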
# Neddylation inh: inhibitors of cullin neddylation, primary screen, biochemical, TR-FRET, uHTS, NAE and Ubc12 | NEDD8-conjugating enzyme Ubc12 (Homo sapiens) + NEDD8-activating enzyme E1 regulatory … | calls only at 25 µM | actives 0.58% (n = 360,000) | AID 651699, 2012; in the data active = inhibition above about 36%
# LMPTP inh: LMPTP phosphatase inhibitors, primary screen, biochemical, fluorescence intensity, uHTS | Low molecular weight phosphotyrosine protein phosphatase (Homo sapiens), P24666 | recombinant LMPTP-A, OMFP fluorogenic substrate | inhibition, % at 20 µM | actives 0.22% (n = 360,000);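 active = compounds that cut the enzyme signal by at least half of the control window in the single-dose screen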;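 also: plate controls were DMSO wells with enzyme plus substrate for no effect and substrate without enzyme for full effect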
#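 Assay system: LMPTP-A enzyme. Input: 0.625 nM LMPTP-A final. Probe or stimulus: 400 µM OMFP. Compound dosing: single 20 µM dose. Schedule: 50 min dark incubation at room temperature. Detection: fluorescence intensity of OMFP turnover product. Read-out: percent inhibition versus substrate-only and uninhibited controls. Benchmarks: no-enzyme low control, uninhibited high control.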
# CendR NRP1 mod: modulators of CendR peptide binding to NRP-1, primary screen, biochemical, fluorescence polarization, uHTS; actives 0.85% (n = 360,000); FAM-RPARPAR peptide binding to NRP-1; AID 602438, 2012; inhibition, % at 25 µM;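 active = inhibition or corrected inhibition above about 18%, plus a signal ratio from 0.5 to 1.5, limit read from the data, passing the limit was not always enough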; also: strong numbers were not always called active
# DNMT1 inh: human DNMT1 methyltransferase inhibitors, primary screen, biochemical, molecular beacon, fluorescence, HinP1I cleavage, uHTS; inhibition (reported as % activation of signal), % at 10 µM; actives 0.83% (n = 360,000); DNA (cytosine-5)-methyltransferase 1 (Homo sapiens), P26358; AID 588458, 2011; in the data active = inhibition above about 50%
# Target sequence (P26358 504-1616 limits assumed): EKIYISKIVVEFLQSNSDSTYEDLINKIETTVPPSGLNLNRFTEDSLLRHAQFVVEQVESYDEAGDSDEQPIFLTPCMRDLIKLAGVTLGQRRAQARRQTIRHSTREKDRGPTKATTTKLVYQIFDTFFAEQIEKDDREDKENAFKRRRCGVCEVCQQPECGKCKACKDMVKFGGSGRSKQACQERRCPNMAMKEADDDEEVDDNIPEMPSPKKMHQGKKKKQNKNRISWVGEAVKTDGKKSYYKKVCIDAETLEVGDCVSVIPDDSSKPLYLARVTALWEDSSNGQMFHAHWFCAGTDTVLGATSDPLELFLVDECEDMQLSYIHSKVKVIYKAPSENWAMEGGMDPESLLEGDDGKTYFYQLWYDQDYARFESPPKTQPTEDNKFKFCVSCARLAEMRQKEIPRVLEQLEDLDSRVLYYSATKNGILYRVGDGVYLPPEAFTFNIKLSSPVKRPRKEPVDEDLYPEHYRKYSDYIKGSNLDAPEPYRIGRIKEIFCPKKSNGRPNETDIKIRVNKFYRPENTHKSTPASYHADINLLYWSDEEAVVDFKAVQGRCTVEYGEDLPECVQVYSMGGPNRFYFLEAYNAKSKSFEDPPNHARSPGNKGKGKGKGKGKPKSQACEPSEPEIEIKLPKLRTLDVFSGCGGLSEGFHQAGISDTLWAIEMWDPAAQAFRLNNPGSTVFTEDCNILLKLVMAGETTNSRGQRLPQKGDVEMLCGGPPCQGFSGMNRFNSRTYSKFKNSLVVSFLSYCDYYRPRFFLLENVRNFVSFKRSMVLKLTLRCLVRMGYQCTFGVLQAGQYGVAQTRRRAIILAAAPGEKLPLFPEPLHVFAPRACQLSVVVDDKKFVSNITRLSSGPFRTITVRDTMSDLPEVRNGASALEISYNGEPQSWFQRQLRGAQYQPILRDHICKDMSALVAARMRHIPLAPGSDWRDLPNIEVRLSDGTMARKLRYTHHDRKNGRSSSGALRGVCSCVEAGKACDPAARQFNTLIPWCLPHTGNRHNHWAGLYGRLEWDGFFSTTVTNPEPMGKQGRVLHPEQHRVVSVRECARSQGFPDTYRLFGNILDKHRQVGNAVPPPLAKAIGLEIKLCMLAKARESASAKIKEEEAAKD
# SKN-1 inh: suppressors of acrylamide-induced Pgst-4::GFP reporter in worms, primary screen, SKN-1 inhibitor project, whole organism, uHTS, GFP/RFP fluorescence ratio, strain VP596. C. elegans VP596 Pgst-4::GFP/RFP ratio, 24 h. inhibition, % at 21.8 µM. actives 0.49% (n = 360,000). AID 624304, 2012;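 active = interference check ratio from 0.5 to 1.5 plus GFP to RFP signal ratio inhibition reaching or exceeding a fixed threshold, cut at about 30% in these data, passing the limit was not always enough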; also: some compounds called inactive have numbers as strong as hits
# SUMO1-SIM PPI: modulators of SUMO1 protein-protein interactions, primary screen, biochemical, uHTS; AID 602429, 2012; actives 0.33% (n = 360,000); inhibition, % at 20 µM; SUMO1 binding to a labelled peptide, TR-FRET, 1 h; in the data active = inhibition above about 37%
# * = called active by the depositor; i = inactive; nt = not tested or not shown.
SMILES,Tb MetRS inh,NadD block,Scp1 inh,STEP inh,Neddylation inh,LMPTP inh,CendR NRP1 mod,DNMT1 inh,SKN-1 inh,SUMO1-SIM PPI
O=C(O)c1cc([N+](=O)[O-])ccc1N1CCC(Cc2ccccc2)CC1,-0.8,0,-8,-2,i,0.9,2,0,10,-31
COc1ccc(S(=O)(=O)N2CCN(CC(=O)c3[nH]c(C)c(C(C)=O)c3C)CC2)cc1OC,0.2,1,-8,-2,i,-0.5,-2,-6,0,7
CN(c1ccccc1C(N)=O)S(=O)(=O)c1ccccc1,-0.5,3,5,1,i,-0.6,-10,2,-4,1
Cc1cc(Nc2ccccc2C(=O)O)nc2nc3ccccc3c(=O)n12,-0.4,-2,0,-6,i,-1.5,2,-3,-3,1
Cc1ccc(-n2nc(C)c3c(C)c(CCC(=O)O)c(C)nc32)cc1,-0.5,-7,-15,1,nt,-1.2,-5,0,2,4
N#Cc1c(N2CCOCC2)nsc1-c1ccccc1,-0.9,-10,-14,0,i,-0.7,-1,1,18,-10
C/C(=N/Oc1nc(C)cc(C)n1)c1ccc(F)cc1,-0.9,-4,-9,0,i,-2.9,-5,1,4,-3
COc1cc(-c2cc3nc(NCCc4ccncc4)ccn3n2)cc(OC)c1OC,-0.1,1,nt,-1,nt,2.8,-15,-7,14,4
COc1ccc(NC(=O)C2(C)Cc3c(-c4ccc(N(C)C)cc4)ccnc3O2)cc1OC (stereo unspecified),0.4,1,nt,-1,nt,-0.7,1,-6,-1,3
C=C1CSc2nc(=O)c3c(C)c(C)sc3n21,0.4,2,16,3,i,0.0,-5,6,1,4
Cc1ccc(C(c2nnnn2C2CCCC2)N2CCN(c3nc4ccccc4s3)CC2)cc1 (stereo unspecified),-3.0,14,-3,2,i,2.5,-4,-8,-18,0
COc1cc(C(=O)NNC(=O)CCOc2ccccc2)cc(OC)c1OC,-0.4,3,-2,-1,i,-1.1,-2,-1,7,-3
Cc1sc2ncnc(SCC(=O)NC3CCCC3)c2c1C,-1.3,-12,4,-2,i,-0.3,2,3,15,0
N#C/C(=C\c1cn(Cc2ccccc2F)c2ccccc12)C(=O)NCc1ccco1,0.7,-2,-10,-3,nt,-0.2,-13,12,-5,5
CC(=O)c1cc(C#N)c(N(C)Cc2ccccc2)nc1C,-0.9,-1,-3,2,i,1.1,0,-2,-5,-2
COc1ccccc1CCNC(=O)C(=O)NCC1OCCN1S(=O)(=O)c1cc(F)ccc1F (stereo unspecified),-0.8,-7,-12,-2,i,0.9,14,-13,6,0
O=C(Cn1ncn2nc(-c3ccccc3)cc2c1=O)NCc1ccccn1,-0.1,3,-2,-2,i,-0.6,1,0,11,-2
CCC(CC)Nc1ccc(C(CC(N)=O)NC(=O)Cc2ccc(Br)cc2)cc1[N+](=O)[O-] (stereo unspecified),-0.3,-6,-8,3,i,4.1,-94,5,-10,-12
COc1cccc(N(C(=O)Cn2nnc(-c3cccs3)n2)C(C(=O)NC2CCCCC2)c2ccncc2)c1 (stereo unspecified),-0.2,33*,-11,-2,i,1.6,2,68*,16,2
O=S(=O)(c1cccc(C(F)(F)F)c1)N1CCC(O)(c2cccnc2)CC1,-1.0,-5,-16,2,i,-0.9,-1,-1,-19,-2
Cc1cc(NC(=O)CN2CCCCC2C)no1 (stereo unspecified),-0.1,-2,-5,-1,i,-2.6,4,-1,11,-2
CC(=O)N(CN1C(=O)c2ccccc2C1=O)c1cccc(C)c1,0.0,-5,-2,-3,i,0.9,-5,-2,-28,-9
CC(C)CNC(=O)C1(C)CCCCCN1C(=O)c1csnn1 (stereo unspecified),-0.2,7,nt,-1,i,0.5,-1,4,-2,1
Cn1c(SCC(=O)NC2CCCCC2)nnc1-c1ccccn1,-0.3,-5,1,-1,i,-1.1,2,-2,-10,-2
Clc1ccc(-c2nnc(C3CCCCC3)o2)cc1,0.3,-5,-11,0,i,1.8,4,0,22,-2
O=C(O)CCCC(=O)Nc1ccc(-n2ccc(C(F)(F)F)n2)cc1,-0.7,-3,-8,-1,i,-1.1,22,2,-13,2
CCC(C)NC(=O)CCC(=O)NNc1nc2ccccc2c2nc(C)nn12 (stereo unspecified),-0.5,-4,8,2,i,-0.3,1,6,0,-1
COC/C=C/C1=CC2=CC(=O)C(C)(OC(=O)c3cnc4ccccc4n3)C(=O)C2=CN1c1ccc(OC)cc1 (stereo unspecified),-0.2,33*,4,4,i,5.4,21,-20,13,-24
COc1ccc(C(=O)C2CCCN(C(=O)CCc3scnc3C)C2)c(C)c1 (stereo unspecified),0.5,0,-7,4,i,-1.2,-7,0,-1,-4
CC(=O)C1=C(O)C(=O)N(Cc2ccccc2)C1c1ccccc1F (stereo unspecified),-0.9,1,-8,-1,i,-1.5,-13,-1,-3,-1
Cn1c(=O)cc(OCCCC(=O)NCc2cccnc2)c2ccccc21,-0.4,-4,-3,-1,i,0.1,-5,-1,10,3
CC(=O)c1ccc(NC(=O)N2CCN(c3cccc(Cl)c3)CC2)cc1,0.2,-7,-2,-2,i,-0.8,5,-6,6,-1
CC[C@H]1OC(=O)[C@H](C)[C@@H](O[C@H]2C[C@@](C)(OC)[C@@H](O)[C@H](C)O2)[C@H](C)[C@@H](O[C@@H]2O[C@H](C)C[C@H](N(C)C)[C@H]2O)[C@](C)(O)C[C@@H](C)C(=O)[C@H](C)[C@@H](O)[C@]1(C)O,-0.7,25,8,1,i,75*,-29,77*,4,14
Cc1ccc2c(c1)N(C(C)C(=O)NCc1ccc3c(c1)OCO3)C(=O)CO2 (stereo unspecified),0.1,-5,1,2,i,-1.0,-3,1,4,3
Nc1cc(S(=O)(=O)N2CCCCC2)ccc1Oc1ccccc1,0.3,-2,-6,0,i,2.2,-10,-1,2,-1
CC(=O)c1ccc(C(=O)N2CCCC(C(=O)c3ccc(Cl)cc3)C2)s1 (stereo unspecified),-0.4,-5,-2,0,i,-4.4,8,0,12,-8
Cc1ccccc1Cn1cc(NC(=O)COc2ccccc2)cn1,-0.5,-1,-2,-2,i,-0.1,2,-9,7,1

# Compounds listed so far with an aryl methoxy group:
SMILES,Tb MetRS inh,NadD block,Scp1 inh,STEP inh,Neddylation inh,LMPTP inh,CendR NRP1 mod,DNMT1 inh,SKN-1 inh,SUMO1-SIM PPI
COc1ccc(S(=O)(=O)N2CCN(CC(=O)c3[nH]c(C)c(C(C)=O)c3C)CC2)cc1OC,0.2,1,-8,-2,i,-0.5,-2,-6,0,7
COc1cc(-c2cc3nc(NCCc4ccncc4)ccn3n2)cc(OC)c1OC,-0.1,1,nt,-1,nt,2.8,-15,-7,14,4
COc1ccc(NC(=O)C2(C)Cc3c(-c4ccc(N(C)C)cc4)ccnc3O2)cc1OC (stereo unspecified),0.4,1,nt,-1,nt,-0.7,1,-6,-1,3
COc1cc(C(=O)NNC(=O)CCOc2ccccc2)cc(OC)c1OC,-0.4,3,-2,-1,i,-1.1,-2,-1,7,-3
COc1ccccc1CCNC(=O)C(=O)NCC1OCCN1S(=O)(=O)c1cc(F)ccc1F (stereo unspecified),-0.8,-7,-12,-2,i,0.9,14,-13,6,0
COc1cccc(N(C(=O)Cn2nnc(-c3cccs3)n2)C(C(=O)NC2CCCCC2)c2ccncc2)c1 (stereo unspecified),-0.2,33*,-11,-2,i,1.6,2,68*,16,2
COC/C=C/C1=CC2=CC(=O)C(C)(OC(=O)c3cnc4ccccc4n3)C(=O)C2=CN1c1ccc(OC)cc1 (stereo unspecified),-0.2,33*,4,4,i,5.4,21,-20,13,-24
COc1ccc(C(=O)C2CCCN(C(=O)CCc3scnc3C)C2)c(C)c1 (stereo unspecified),0.5,0,-7,4,i,-1.2,-7,0,-1,-4

# Bioassay records (PubChem BioAssay)
